# Screening results as filed in PubChem.
# 12-LOX inh = ALOX12 (human) lipoxygenase inhibition | P18054 | purified 12hLO, xylenol orange hydroperoxide absorbance | Potency, µM (titrated, usually from 108 µM), for the others: at the top dose activity change, negative = inhibition, actives largely listed as inhibitors | 580,000 compounds, 1.1% hits | AID 1671190; active means well fitted inhibition curve with a large enough effect; inconclusive means small, poorly fitted or top-dose-only effect, or another doubt; inactive means no such curve, though single readings can be large or run the other way
# Target sequence (P18054 whole entry, looked up): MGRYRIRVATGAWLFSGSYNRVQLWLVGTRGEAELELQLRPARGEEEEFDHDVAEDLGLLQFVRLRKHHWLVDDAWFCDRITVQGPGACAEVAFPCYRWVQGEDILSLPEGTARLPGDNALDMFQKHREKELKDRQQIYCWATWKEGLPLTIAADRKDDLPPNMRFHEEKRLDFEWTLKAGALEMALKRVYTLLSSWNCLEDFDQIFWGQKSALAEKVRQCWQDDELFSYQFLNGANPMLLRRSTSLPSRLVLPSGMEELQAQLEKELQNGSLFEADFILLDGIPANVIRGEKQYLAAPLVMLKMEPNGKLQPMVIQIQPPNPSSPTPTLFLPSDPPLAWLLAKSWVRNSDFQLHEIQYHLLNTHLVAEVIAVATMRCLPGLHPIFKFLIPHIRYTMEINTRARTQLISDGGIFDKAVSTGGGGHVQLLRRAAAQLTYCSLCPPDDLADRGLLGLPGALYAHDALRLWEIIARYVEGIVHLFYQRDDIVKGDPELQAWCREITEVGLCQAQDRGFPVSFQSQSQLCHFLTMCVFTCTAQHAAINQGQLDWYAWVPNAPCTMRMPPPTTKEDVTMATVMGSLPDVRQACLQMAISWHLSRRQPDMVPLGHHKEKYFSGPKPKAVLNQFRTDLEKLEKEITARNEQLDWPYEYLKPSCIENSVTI
#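 Hydroperoxide product was detected by ferrous iron/xylenol orange as the 573 to 405 nm absorbance ratio. Arachidonic acid at 40 uM (final) was turned over for 30 min at room temperature by 150 nM human 12hLO, pH 7.0 Hepes buffer, after 15 min compound preincubation.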
# * marks the source's active call; other numbers are inactive results; u = inconclusive; [ ] = dose if it differs, or a comment. On the % scale 0 is the no-effect control and ±100 the full control effect; potency means the concentration at half of the fitted maximal effect.
# Start of the data: the first 2 entries, to show the layout:
SMILES,12-LOX inh
COc1ccc(NC(=O)Cn2ccn3nc4c(c3c2=O)CCCCC4)cc1Cl,5%
COC[C@@H]1CN(c2cnccn2)C[C@H]1C(=O)NCc1ccccn1,64%[activator]

# The listing, repeating the preview:
SMILES,12-LOX inh
COc1ccc(NC(=O)Cn2ccn3nc4c(c3c2=O)CCCCC4)cc1Cl,5%
COC[C@@H]1CN(c2cnccn2)C[C@H]1C(=O)NCc1ccccn1,64%[activator]
CSCCCNC(=S)NC1CCSc2ccccc21 (stereo not given),u
COc1cccc(-c2noc(COC(=O)C3=CN(Cc4ccccc4)S(=O)(=O)N=C3C)n2)c1,6%
Cc1ccc(CN2CCN(c3nc4ccccc4o3)CC2CCO)cc1 (stereo not given),16%
C[C@@H]1CN(C(=O)OC(C)(C)C)CCN1c1ccc(N2CCS(=O)(=O)CC2)c(C#N)c1,-9%
CCC(Oc1ccccc1F)C(=O)Nc1ccc(F)c(Cl)c1 (stereo not given),14%
Cc1ccc(S(=O)(=O)Cc2nc(-c3ccc(C(=O)N4CCOCC4)cc3)oc2C)cc1,-8%
Cc1ccc(S(=O)(=O)N[C@@H]2CN(C)C[C@H]2CN(C)C)cc1F,31%[activator]
CCN1C(=O)[C@H]2[C@@H](c3ccc(C(F)(F)F)cc3)N[C@]3(CCCN(Cc4ccc(C(F)(F)F)cc4)C3=O)[C@H]2C1=O,-18%
COC(=O)Cn1c(=O)c2c(nc(-n3nc(C)cc3C)n2Cc2ccc(C)cc2)n(C)c1=O,4%
N#C/C(=C/c1ccc(C(F)(F)F)cc1)C(=O)Nc1ccccc1Oc1ccccc1,-11%
Cc1cc(Nc2ccc(Cl)c(C(F)(F)F)c2)cc(=O)n1-c1ccc(Cl)c(C(F)(F)F)c1,-14%
CCN(CC)c1cc(CCC(=O)NCc2ccc(N3CCOCC3)cc2)ccn1,55%[activator]
O=C(NCc1ccccn1)C1c2ccccc2C(=O)N(Cc2ccccc2)C12CCCCC2 (stereo not given),5%
N[C@@H]1CC[C@H](C(=O)N2CCN(c3ccncc3)CC2)C1,74%[activator]
CNC(=O)N1CCc2c(sc3ncnc(N(C)C)c23)C1,20%
CC(=O)NCCc1ncc(C)n1C1CCC1,40%
CCSC1=N/C(=C\c2c(C)cc(C)cc2C)C(=O)S1,-37%
CC1(COCC2CC2)COc2ccc(C(=O)NCc3cccc(F)c3)cc2N1 (stereo not given),-18%[176 µM]
COc1cc(Cl)c(C)cc1NC(=O)CN1C(=O)NC2(CCOCC2)C1=O,-1%
Cc1ccsc1C(=O)N1CCCC(c2noc(COc3ccccc3)n2)C1 (stereo not given),49%[activator]
CCCC1(CO)CCCN(Cc2cc(OC)c(OC)cc2F)C1 (stereo not given),56%[activator]
O=C(c1ccc2c(c1)OCO2)N1C[C@@H]2[C@H](c3ccccc31)[C@H](CO)N2CC1CCCC1,u
O=C(NN=C(C1CC1)C1CC1)C(c1ccccc1)c1ccccc1,63%[activator]
SMILES,12-LOX inh
Cc1csc(SC2=CS(=O)(=O)c3ccccc32)n1,0%
CCc1ccccc1NC(=O)C1CCN(C(=O)c2ncn3c2COC(c2ccc(F)cc2)C3)CC1 (stereo not given),38%[activator]
CCCn1c(=O)[nH]c(=O)c2c1nc(-c1ccc(O)cc1)n2CCOC,-75%
CC1C(=O)N(Cc2cn(CCC3OCCO3)nn2)CCS(=O)(=O)N1Cc1ccc(-c2ccccc2)cc1 (stereo not given),u
Cc1ccc(F)cc1-c1cccc(CCOc2cnc3c(ccn3CC(=O)O)c2)c1,u
CCN1c2cc(C(=O)Nc3cccc(OC)c3)ccc2C(=O)N2CCCCC21 (stereo not given),-11%
Cc1cc(C)c(NC(=O)Cn2cccc2-c2nc(-c3ccccc3)no2)c(C)c1,u
CCn1c(CSc2nnc(C3CC3)n2-c2ccccc2)nc2cc(S(=O)(=O)N(C)C)ccc21,11%
O=C(Cc1c(F)cccc1Cl)N[C@@H]1CCOC[C@H]1OCCO,21%
CCCCCn1nc(C(=O)N2CCC(C(=O)Nc3ccc4c(c3)OCO4)CC2)c2ccccc2c1=O,-6%
CCCN(CCO)C(=O)CC1C(=O)NCCN1C1Cc2ccccc2C1 (stereo not given),23%
COCCN1CCCN(C(=O)c2ccoc2)c2ccccc21,u
CCCCNc1nc2c(s1)C[C@]1(C)CC[C@@H]3[C@H](OC(=O)[C@H]3C)[C@H]1[C@@H]2C,-15%[176 µM]
COc1ccc(NC(=O)C2(c3ccc(C)cc3)CCCC2)cc1,83%
COc1ccccc1-c1cn2c(n1)CO[C@@H](CNC(C)C)C2,17%[176 µM]
c1cc(CSc2ccc3c(c2)OCCO3)ccc1CSc1ccc2c(c1)OCCO2,-3%
O=C(Cc1ccsc1)N1CCCCCC1c1nc(-c2ccncc2)no1 (stereo not given),10%
O=C(N=Nc1c(O)[nH]c2ccc(Br)cc12)c1ccco1,-12%
COc1ccc2cc(C(=O)NCc3ccco3)[nH]c2c1,2%
COc1ccc(CC(=O)N2CC[C@H]3CC(=O)N(CCN4CCOCC4)CC[C@H]3C2)cc1,12%[176 µM]
CC(C)CC(C)NC(=O)c1noc(-c2ccc[nH]c2=O)n1 (stereo not given),9%
O=C(N[C@@H](Cn1cc(Cl)c(=O)[nH]c1=O)C(=O)O)C1CCCC1,u
CCOc1ccccc1C(=O)Oc1ccc(OC)cc1,5%
CN1Cc2cccn2CC1CNC(=O)c1ccoc1 (stereo not given),126%[activator]
CN(Cc1cc(C[C@H]2CNCC[C@H]2CC(=O)N2CCN(c3ccccc3)CC2)no1)c1ccccc1,23%
SMILES,12-LOX inh
Clc1ccccc1-c1noc(-c2ccco2)n1,20%
O=C(NCCN1CCC(n2c(=O)[nH]c3ccccc32)CC1)c1ccc(Cl)cc1,u
O=C(Nc1cccc2ncccc12)c1ccc2ccccc2c1,11µM*
COc1ccc(OC)c(NC(=O)C2CC(=O)Nc3c(-c4ccccc4OC)cnn32)c1 (stereo not given),-1%
O=C(c1cccc(F)c1)N1CCC[C@H]1c1nc(-c2ccccc2)no1,32%
Cc1cccc(NC(=O)Nc2nnc([C@@H]3C[C@H](O)[C@@H](CO)O3)s2)c1,-10%
CCc1nncn1C1CCN(C(=O)c2cccc(Cl)c2)CC1,10%
CC(C)CNC(=O)CCC[C@@H]1[C@H]2CCCN3CCC[C@@H](CN1C(=O)c1cccnc1)[C@@H]23,26%
COc1cc(OC)cc(-c2onc(C)c2C(=O)NCCCCc2ccccc2)c1,55%[activator]
CCC(=O)N1CCN(C(=O)N2CC3CC(C2)[C@H]2CCCC(=O)N2C3)CC1 (stereo not given in full),3%
Cc1ccc(CNC(Cc2c[nH]c3ccccc23)C(=O)O)cc1 (stereo not given),u
Cc1nn2c(c1-c1ccccc1OCc1ccccc1)N(Cc1ccc(OCC(=O)O)cc1)CCC2,0%
CCOCc1nc(C2CCCN(C(=O)Cc3c(C)noc3C)C2)no1 (stereo not given),3%
COc1cccc(-c2cc(C3CCN(C(=O)Nc4ccc(F)cc4)CC3)[nH]n2)c1,-3%
CCOc1cc2c(cc1CNC(=O)c1ccc(Cl)cc1Cl)OC(C)C2 (stereo not given),-2%
CN(C)[C@@H]1CNCC[C@@H]1CO,u
CCOC(=O)C1=CCN(S(=O)(=O)c2ccccc2)C1c1ccc(C)cc1 (stereo not given),12%
COC(=O)c1sccc1NC(=O)CC1(CC(=O)O)CCCC1,-22%
CC(=O)N1CCC(C(=O)NCCc2ncc(C)n2C2CCC2)CC1,32%[activator]
CCc1ccc(NC(=O)Nc2c(NC3CCCCC3)c3ccccc3oc2=O)cc1,3%
Cc1[nH]c2nc3ccccc3n2c(=O)c1Cc1ccc(Cl)cc1,27%
O=C(NCc1ccc(CN2CCCC2)cc1)C1CCCCC1,-1%
COc1ccc2[nH]c3c(c2c1)CCNC31CCN(C(=O)Cn2ccnc2)CC1,62%[activator]
CCn1cc(CN2CCN(C(=O)c3ccoc3)CC2)ccc1=O,31%
COc1ccc(NC(=O)C2(C)Cc3c(-c4ccc5c(c4)OCO5)ccnc3O2)cn1 (stereo not given),-1%

# 16 entries from above, arranged by SMILES length, ascending:
SMILES,12-LOX inh
CN(C)[C@@H]1CNCC[C@@H]1CO,u
Clc1ccccc1-c1noc(-c2ccco2)n1,20%
O=C(NCc1ccc(CN2CCCC2)cc1)C1CCCCC1,-1%
O=C(Nc1cccc2ncccc12)c1ccc2ccccc2c1,11µM*
CCc1nncn1C1CCN(C(=O)c2cccc(Cl)c2)CC1,10%
CCn1cc(CN2CCN(C(=O)c3ccoc3)CC2)ccc1=O,31%
Cc1ccc(CNC(Cc2c[nH]c3ccccc23)C(=O)O)cc1 (stereo not given),u
CC(=O)N1CCC(C(=O)NCCc2ncc(C)n2C2CCC2)CC1,32%[activator]
O=C(c1cccc(F)c1)N1CCC[C@H]1c1nc(-c2ccccc2)no1,32%
CCOC(=O)C1=CCN(S(=O)(=O)c2ccccc2)C1c1ccc(C)cc1 (stereo not given),12%
O=C(NCCN1CCC(n2c(=O)[nH]c3ccccc32)CC1)c1ccc(Cl)cc1,u
CCC(=O)N1CCN(C(=O)N2CC3CC(C2)[C@H]2CCCC(=O)N2C3)CC1 (stereo not given in full),3%
COc1ccc(NC(=O)C2(C)Cc3c(-c4ccc5c(c4)OCO5)ccnc3O2)cn1 (stereo not given),-1%
Cc1cccc(NC(=O)Nc2nnc([C@@H]3C[C@H](O)[C@@H](CO)O3)s2)c1,-10%
Cc1nn2c(c1-c1ccccc1OCc1ccccc1)N(Cc1ccc(OCC(=O)O)cc1)CCC2,0%
CC(C)CNC(=O)CCC[C@@H]1[C@H]2CCCN3CCC[C@@H](CN1C(=O)c1cccnc1)[C@@H]23,26%

# More structures:
SMILES,12-LOX inh
O=C(COc1ncnc2ccccc12)Nc1ccc(Cl)c(Cl)c1,61%[activator]
N#Cc1cccc(CN2C[C@@H](CO)[C@H](NC(=O)c3ccccc3)C2)c1,10%
COc1ccc(C#CCNCc2ccc(OC)cc2OC)cc1,-12%
CN(C)CCN1CCC(N2CCN(C(=O)c3ccnn3C)CC2)C1=O (stereo not given),25%
CCCCn1c(SCc2cc(=O)oc3cc(C)ccc23)n[nH]c1=O,u
CCOc1ccccc1CNC(=O)c1c(C)noc1-c1cccs1,14%
CC1(C)Cc2c(sc3c2c2nc(Cc4ccccc4)nn2c(=O)n3CC(=O)c2ccccc2)CO1,-6%
CC(C)N1CCC(NC(=O)c2ccc(-c3ccccc3)cc2)CC1,-24%
O=C(O)c1cccc(-c2cc3ccccc3oc2=O)c1,-52%
O=C(CC1CCCCC1)NC(Cc1ccccc1)C(=O)N1CCN(c2ccccn2)CC1 (stereo not given),-5%
CC(C)(C)c1ccc(C(=O)Nc2ccccc2C(=O)Cc2ccccc2)cc1,-3%
CCN(CCOc1ccc(OC)cc1)C(=O)c1cc(S(N)(=O)=O)ccc1C,53%[activator]
CC1(C)[C@H](Cc2cc(CC3CCCCC3)on2)C[C@@H]1NC(=O)C1CCCC1,u
COCc1nc2nc(-c3ccccc3)c(-c3ccc(OC)cc3)cc2n1C,-11%[176 µM]
O=C(NCc1cccc(F)c1)N1CCC(Oc2ncccc2C(=O)N2CCOCC2)C1 (stereo not given),8%
Cc1ccc(C(c2sc3nc(-c4ccco4)nn3c2O)N2CCC(O)CC2)cc1 (stereo not given),-60%
CC(C)c1ccc(-n2nnnc2SCC(=O)N(Cc2ccco2)C2=CCCCC2)cc1,u
CC(=O)Oc1ccc(-c2ccc(C(=O)NC34CC5CC(CC(C5)C3)C4)cc2)cc1,u
C[C@H]1[C@@H]2[C@@H](O)C([C@H](C)C(=O)NCc3ccco3)CC[C@@]2(C)CC[C@@H]1NC(=O)CC(C)(C)C (stereo not given in full),-2%
CN(CC1(C)CCOCC1)C(=O)NC(C)(C)C,37%
COc1ccc2nc3n(c2c1)[C@@H](CNCC(C)(C)C)COC3,24%[176 µM]
CN1C(=O)CCC2(CNC(=O)c3ccc(Cn4ccnc4)o3)CCC=C12 (stereo not given),1%
CCNC(=O)N1CCOc2ccc(CCC(=O)NCCOc3ccccc3OC)cc2C1,22%
COc1ccc(C)cc1S(=O)(=O)n1cc(C)nc1-c1ccccc1,-12%
Cc1noc(-c2ccc(OC(F)(F)F)cc2)c1C(=O)NCCCOC(C)C,25%
SMILES,12-LOX inh
Cn1c(=O)c2c(ncn2CC(=O)N(CCC#N)Cc2ccco2)n(C)c1=O,-9%
Cc1cc(C)cc(NC(=O)COC(=O)c2cccc(S(=O)(=O)N3CCc4ccccc43)c2)c1,-14%
CC(=O)N1CCCC(c2nc(CCOCC3CC3)no2)C1 (stereo not given),61%[activator]
Cc1nc([C@H]2CCN(Cc3ccoc3)C[C@H]2NC(=O)C2CCOCC2)n[nH]1,26%
Cc1noc2c(-c3cccnc3NC(C)C)cc(-c3ccccc3)nc12,-18%[176 µM]
CC(=O)Nc1ccc(NC(=O)C2CCN(c3nc4ccccc4nc3OC(C)C)CC2)cc1,-4%
Cn1c(N2CCCCS2(=O)=O)nc(C(=O)NCc2ccc(F)cc2)c(O)c1=O,-22%[57.4 µM]
CC(C)C(=O)N1CCCC1(C)C(=O)Nc1ccc(-n2cncn2)cc1 (stereo not given),10%
Cc1ccccc1C(=O)NN=C(C1CC1)C1CC1,23%
CCCCCCCc1c(C(=O)O)cc(C)cc1C(=O)O,9%
COc1cc(/C=C(/C#N)c2ccc(C(=O)O)cc2)cc(Cl)c1OC(C)C,-23%
C/C(=N/Nc1ccc(S(N)(=O)=O)cc1[N+](=O)[O-])c1ccc(C)cc1,u
CC(C)CNC(=O)C1(C)CCCCCN1C(=O)c1cc2ccccc2s1 (stereo not given),-5%
Cc1c(C)c(C)c(C(=O)O)c(C)c1C,1%
COc1cccc(-c2cc3c(=O)n(CCNC(=O)c4cc5ccccc5[nH]4)ccn3n2)c1,11%

# Some of the compounds tested; count on the stated rates, not on these rows.
